# POLK inh: qHTS for Inhibitors of Polymerase Kappa; Potency, µM (highest dose often 107 µM), for the others: at the highest dose activity, negative = inhibition, most hits filed as inhibitors; DNA polymerase kappa (Homo sapiens), Q9UBT6; purified Pol kappa, fluorescent DNA synthesis assay, 10 min; 400,000 tested, 0.53% active; AID 588579, 2011; further: potency means the concentration at half of the fitted maximal effect; on the % scale 0 is the no-effect control and ±100 the full control effect
# Target sequence (Q9UBT6 whole entry, looked up): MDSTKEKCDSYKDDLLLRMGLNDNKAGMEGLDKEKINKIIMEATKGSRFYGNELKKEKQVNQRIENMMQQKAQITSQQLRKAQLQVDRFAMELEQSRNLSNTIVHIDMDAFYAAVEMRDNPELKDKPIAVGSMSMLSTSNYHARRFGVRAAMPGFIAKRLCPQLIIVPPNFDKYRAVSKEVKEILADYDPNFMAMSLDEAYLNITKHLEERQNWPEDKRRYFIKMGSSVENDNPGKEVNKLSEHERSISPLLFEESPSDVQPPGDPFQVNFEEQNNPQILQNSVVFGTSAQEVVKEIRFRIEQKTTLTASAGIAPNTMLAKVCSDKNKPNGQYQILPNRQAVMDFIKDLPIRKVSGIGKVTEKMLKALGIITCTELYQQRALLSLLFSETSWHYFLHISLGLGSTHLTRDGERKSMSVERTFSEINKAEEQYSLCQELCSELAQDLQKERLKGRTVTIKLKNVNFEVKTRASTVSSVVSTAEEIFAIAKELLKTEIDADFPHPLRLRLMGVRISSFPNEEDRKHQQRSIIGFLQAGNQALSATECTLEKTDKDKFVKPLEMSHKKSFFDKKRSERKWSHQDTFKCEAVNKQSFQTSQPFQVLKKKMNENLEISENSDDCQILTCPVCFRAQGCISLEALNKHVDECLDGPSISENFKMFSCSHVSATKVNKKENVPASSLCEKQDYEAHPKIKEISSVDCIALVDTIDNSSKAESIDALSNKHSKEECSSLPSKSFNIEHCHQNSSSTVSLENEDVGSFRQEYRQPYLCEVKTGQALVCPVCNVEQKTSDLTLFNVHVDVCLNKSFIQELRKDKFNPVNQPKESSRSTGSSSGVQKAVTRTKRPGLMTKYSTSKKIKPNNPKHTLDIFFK
#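 10 nM Pol kappa was preincubated with compounds for 15 min at room temperature. Reaction started with 50 nM (final) substrate. Fluorescence read kinetically at 0 and 10 min.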
# ERG-DNA inh: qHTS for Small Molecule Inhibitors of the ERG Ets/DNA interaction. fluorescence polarization, His-ERG Ets domain / labelled DNA. 370,000 tested, 0.028% active. Potency, µM (highest dose often 76.9 µM), inactives show at the highest dose FP activity, negative = inhibition, hits mostly inhibitors. AID 624246, 2012; active means well fitted inhibition curve with a large enough effect in the polarisation, with a control signal flat; inconclusive means small, poorly fitted or top-dose-only effect, or effect the other way, or a change in a side signal; inactive means no such curve, though single readings can be large or run the other way; the % refers to the polarisation;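 further: polarization taken with two DNA probes labelled with fluorescein and Texas red; potency means the concentration at half of the fitted maximal effect; % of control where 0% means no effect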
#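 His-tagged ERG Ets domain (1 uM in the protein solution; 300mM KCl, 50mM Tris-HCl, 1mM EDTA, 1mM DTT, pH 7.5) received compound, then a probe mix of 5 nM fluorescein-DNA and 100nM Texas-615-DNA. Fluorescence polarization was read for both dyes.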
# Pol beta inh: qHTS Assay for Inhibitors of DNA Polymerase Beta; Potency, µM (series often up to 114 µM), for the others: at the top dose activity change, negative = inhibition, usual class: inhibitors; Pol beta primer extension/strand displacement, fluorescence kinetic; 340,000 tested, 1.3% active; further: potency means the concentration at half of the fitted maximal effect; on the % scale 0 is the no-effect control and ±100 the full control effect
#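 Kinetic readout of DNA synthesis with strand displacement by Pol beta. Compound and 10 nM enzyme sit 15 min at room temperature; 50 nM substrate starts the reaction, read immediately and at 10 min.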
# BLM helicase inh: qHTS Assay for Inhibitors of Bloom's syndrome helicase (BLM); recombinant BLM DNA unwinding, fluorescence dequenching; Potency, µM (titrated, usually from 56.1 µM), for inactives: at the highest dose activity change, negative = inhibition, actives largely listed as inhibitors; 350,000 tested, 0.2% active;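 further: potency means the concentration at half of the fitted maximal effect; plate controls were vehicle for no effect and no enzyme for full effect; nearly all actives have a fitted effect of over 35% in size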
# TRHR agonist: qHTS for Small Molecule Agonists and Allosteric Enhancers of Human TRH Receptor: Primary Screen for Agonists. Thyrotropin-releasing hormone receptor (Homo sapiens), P34981. TRHR cells, calcium flux fluo-8, FDSS agonist mode. activation, % at 2 µM. 360,000 tested, 0.18% active; in the data active means activation above about 30%; further: 0% is about no effect
#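 In this calcium-flux screen, cells bearing human TRHR are dye-loaded with fluo-8, baselined for 10 cycles, then exposed to library compounds; positive kinetic calcium responses during the agonist phase mark hits, with TRH as control.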
# APE1 inh: qHTS Assay for Inhibitors of the Human Apurinic/apyrimidinic Endonuclease 1 (APE1); DNA repair nuclease/redox regulator APEX1 (Homo sapiens), P27695; 350,000 tested, 0.35% active; AID 2517, 2012; Potency, µM (doses to about 65.8 µM), inactives show at the highest dose activity change, negative = inhibition, most hits filed as inhibitors; recombinant APE1, TAMRA/BHQ-2 abasic DNA cleavage fluorescence;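 further: potency means the concentration at half of the fitted maximal effect; plate controls were vehicle for no effect and reference inhibitor for full effect; nearly all actives have a fitted effect of over 55% in size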
#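 Incision of a quenched TAMRA/BHQ-2 THF abasic-site duplex (50 nM) by 0.75 nM APE1, after 15 min compound preincubation, measured as fluorescence increase over three 60 s reads. Values normalized to buffer, DMSO and NSC13755 control wells.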
# 12-LOX inh: Primary qHTS assay for inhibitors of human arachidonate 12S-lipoxygenase (ALOX12): Round 2. Polyunsaturated fatty acid lipoxygenase ALOX12 (Homo sapiens), P18054. purified 12hLO, xylenol orange hydroperoxide absorbance. Potency, µM (series often up to 108 µM), for the others: at the highest dose activity change, negative = inhibition, hits mostly inhibitors. 580,000 tested, 1.1% active. AID 1671190, 2021; further: potency means the concentration at half of the fitted maximal effect; on the % scale 0 is the no-effect control and ±100 the full control effect
#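 Purified human 12hLO (150 nM final) in 25 mM Hepes, 0.01% Triton X-100, pH 7.0 was preincubated 15 min at room temperature with compound. Then 40 uM arachidonic acid was added, 30 min. Hydroperoxide was read by Fe-XO absorbance ratio 573/405 nm.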
# Anesthetic bind: qHTS Assay for Identification of Novel General Anesthetics; Ferritin light chain (Equus caballus), P02791; apoferritin/1-aminoanthracene competitive binding, fluorescence; Potency, µM (titrated, usually from 77.5 µM), without a hit: top-dose activity change, negative = displacement, actives largely listed as inhibitors; 350,000 tested, 0.074% active; further: potency means the concentration at half of the fitted maximal effect; on the % scale 0 is the no-effect control and ±100 the full control effect; nearly all actives have a fitted effect of over 20% in size
#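 Horse-spleen apoferritin (10 uM) was mixed with 50% saturated 1-aminoanthracene in PBS, exposed to compounds for 10 min at room temperature, and read for fluorescence (ex 380 nm, em 535 nm). Competitive displacement was fitted with a four-parameter Hill equation.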
# POLI inh: qHTS for Inhibitors of Polymerase Iota. Pol iota fluorescent replication assay, 10 min. Potency, µM (series often up to 115 µM), for inactives: at the highest dose activity, negative = inhibition, usual class: inhibitors. 390,000 tested, 1% active. AID 588590, 2011; further: potency means the concentration at half of the fitted maximal effect
#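 Fluorescent replication assay read twice, at 0 min and 10 min after adding 50 nM (final) substrate. Enzyme (10 nM) and compounds were first incubated 15 min at room temperature; enzyme-free buffer wells were negative controls.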
# Starred values were filed as active, the others as inactive; u = inconclusive; x = no result given; [ ] = another dose, or the depositor's remark. Unless noted, the call rests on the fitted dose curve; in most records, active means well fitted curve in the direction sought with a large enough effect; inconclusive means small, poorly fitted or top-dose-only effect, or another doubt; inactive means no such curve, though single readings can be large; an effect the other way counts as inactive or inconclusive. Not all compounds are listed (hit frequency here may not be typical).
SMILES	POLK inh	ERG-DNA inh	Pol beta inh	BLM helicase inh	TRHR agonist	APE1 inh	12-LOX inh	Anesthetic bind	POLI inh
COCCn1c(C)cc(C(=O)COC(=O)C2CC(=O)N(CCc3ccc(OC)c(OC)c3)C2)c1C (stereo not drawn)	-2%	-3%	x	x	0.0	44%	3%	x	41%[activator]
CC1CN(Cc2cc(=O)n3ccsc3n2)CC(C)O1 (stereo not drawn)	-4%	3%	4%	-7%	0.2	-1%	0%	-4%	7%
COc1cc(/C(C)=N/NC(=S)NC(C)C)cc(OC)c1OC	-19%	-2%	18%	4%	-0.7	34%[activator]	u	5%	9%
Cc1c(N2C(=O)/C(=C\c3ccccc3O)SC2=S)c(=O)n(-c2ccccc2)n1C	-1%	71%[activator]	0%	-7%	0.2	-1%	u	-11%	u
O=C(Cc1ccc(Br)cc1)NCCc1ccc(F)cc1	-10%	-8%	3%	3%	-1.0	-8%	u	-15%	152%[activator]
O=C(Nc1nc2c(s1)CCCC2)c1cccnc1	-9%	4%	-26%	-2%	-1.1	-1%	-9%	-10%	-10%[58.9 µM]
O=C(NCc1ccccc1)c1ccc(S(=O)(=O)N2CCCc3ccccc32)cc1	-26%	4%	18%	-7%	-0.2	-7%	-5%	-16%	-1%
CN(C)c1ccc(CN(Cc2ccco2)C(=O)c2ccco2)cc1	-8%	1%	0%	-2%	0.3	-9%	2%	-5%	-9%
COC(=O)c1sc(S(=O)(=O)N2CCN(c3ccccc3F)CC2)c(C(=O)OC)c1C	-10%	-13%	x	x	x	-11%	u	x	22%
Cc1ccc(NC(=O)c2cnccn2)nc1	u	-3%	0%	-13%	0.5	15%	x	-11%	-1%
COc1ccc(NC(=O)c2sc3ncn(CC(=O)N4CCCCC4)c(=O)c3c2C)cc1OC	-2%	-6%	1%	0%	-0.5	20%	12%	3%	-1%

# A run of entries taken from the entries so far, as a working copy:
SMILES	POLK inh	ERG-DNA inh	Pol beta inh	BLM helicase inh	TRHR agonist	APE1 inh	12-LOX inh	Anesthetic bind	POLI inh
COCCn1c(C)cc(C(=O)COC(=O)C2CC(=O)N(CCc3ccc(OC)c(OC)c3)C2)c1C (stereo not drawn)	-2%	-3%	x	x	0.0	44%	3%	x	41%[activator]
CC1CN(Cc2cc(=O)n3ccsc3n2)CC(C)O1 (stereo not drawn)	-4%	3%	4%	-7%	0.2	-1%	0%	-4%	7%
COc1cc(/C(C)=N/NC(=S)NC(C)C)cc(OC)c1OC	-19%	-2%	18%	4%	-0.7	34%[activator]	u	5%	9%
Cc1c(N2C(=O)/C(=C\c3ccccc3O)SC2=S)c(=O)n(-c2ccccc2)n1C	-1%	71%[activator]	0%	-7%	0.2	-1%	u	-11%	u
O=C(Cc1ccc(Br)cc1)NCCc1ccc(F)cc1	-10%	-8%	3%	3%	-1.0	-8%	u	-15%	152%[activator]
O=C(Nc1nc2c(s1)CCCC2)c1cccnc1	-9%	4%	-26%	-2%	-1.1	-1%	-9%	-10%	-10%[58.9 µM]
O=C(NCc1ccccc1)c1ccc(S(=O)(=O)N2CCCc3ccccc32)cc1	-26%	4%	18%	-7%	-0.2	-7%	-5%	-16%	-1%
CN(C)c1ccc(CN(Cc2ccco2)C(=O)c2ccco2)cc1	-8%	1%	0%	-2%	0.3	-9%	2%	-5%	-9%

# High-throughput results: PubChem BioAssay, National Center for Advancing Translational Sciences (NCATS)
